ERp5 block: blocks human ERp5 reductase activity on insulin | hit rate 0.05% among 350,000 | inhibition, % at 9.99 µM | ERp5 insulin aggregation, absorbance 650 nm, 90 min | Q15084 | AID 651711;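 active = mean replicate inhibition above about 25%, with every replicate also reaching it, limit read from the data, passing the limit was not always enough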
Target sequence (Q15084 whole entry, looked up): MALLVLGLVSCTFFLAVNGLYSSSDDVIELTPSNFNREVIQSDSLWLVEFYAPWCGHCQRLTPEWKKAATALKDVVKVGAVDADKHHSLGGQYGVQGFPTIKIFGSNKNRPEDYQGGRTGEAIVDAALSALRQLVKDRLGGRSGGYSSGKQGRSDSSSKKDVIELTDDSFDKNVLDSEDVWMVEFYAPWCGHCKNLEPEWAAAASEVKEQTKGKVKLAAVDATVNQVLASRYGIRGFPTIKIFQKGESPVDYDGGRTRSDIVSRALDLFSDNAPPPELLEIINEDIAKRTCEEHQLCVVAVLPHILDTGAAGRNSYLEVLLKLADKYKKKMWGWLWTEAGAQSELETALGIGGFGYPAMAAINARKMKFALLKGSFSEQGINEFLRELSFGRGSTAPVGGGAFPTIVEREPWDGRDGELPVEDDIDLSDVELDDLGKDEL
S100A4 inh HTS: inhibitors of human S100A4 binding to myosin IIA peptide; inhibition, % at 10.7 µM; hit rate 0.14% among 360,000; P26447; S100A4/TAMRA-MyoIIA peptide fluorescence polarization;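 active = mean inhibition of at least 70% across replicates, with every replicate also reaching that level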
Target sequence (P26447 whole entry, looked up): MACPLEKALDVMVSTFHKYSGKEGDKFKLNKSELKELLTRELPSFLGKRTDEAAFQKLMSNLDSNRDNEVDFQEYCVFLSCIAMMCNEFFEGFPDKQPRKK
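Material: S100A4 monomer (human). Medium: Calcium-containing HEPES buffer, pH 7.2. Probe or stimulus: labelled myosin peptide probe, 5 nM. Compound dosing: one concentration per compound. Timing: polarization read 5 min after assay mix addition, stable 5–60 min. Benchmarks: DMSO as neutral control, TFP as positive control.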
XiGFP reactiv: activators of X-chromosome reactivation in mouse fibroblasts. hit rate 0.055% among 360,000. activation, % at 7.58 µM. XiGFP mouse fibroblasts, % GFP-positive cells imaging, 3 d; cells co-treated with 5-aza-dC sensitizer; scaled so ellipticine positive control = 100%;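 active = mean normalized replicate activation at least 10% and every replicate at or above 10%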;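 note: 0% = median of on-plate neutral control wells and 100% = ellipticine 6 µM median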
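Material: XiGFP fibroblasts, SV40-immortalized. Buffer or medium: DMEM plus 5-aza-dC sensitizer. Compound: single concentration per compound, delivered by pin transfer. Times: 3 days compound exposure. Controls: ellipticine 6 µM.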
ERAP1 inh: ERAP1 (human) enzyme inhibition. hit rate 0.15% among 340,000. inhibition, % at 10.7 µM. recombinant ERAP1, Leu-AMC fluorescence, 60 min. Q9NZ08;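 active = mean replicate inhibition of at least 30%, or all replicates individually reaching that 30% level; inactive = mean below 30% and not every replicate reaching it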;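 note: 0% = neutral control wells and 100% = L-leucinethiol positive control wells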
RAD52 anneal inh: blocks human RAD52 DNA annealing. inhibition, % at 18.7 µM. hit rate 0.46% among 360,000. AID 651710. P43351. recombinant RAD52 DNA annealing, FRET fluorescence;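 active = every replicate showing at least 50% inhibition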
Target sequence (P43351 whole entry, looked up): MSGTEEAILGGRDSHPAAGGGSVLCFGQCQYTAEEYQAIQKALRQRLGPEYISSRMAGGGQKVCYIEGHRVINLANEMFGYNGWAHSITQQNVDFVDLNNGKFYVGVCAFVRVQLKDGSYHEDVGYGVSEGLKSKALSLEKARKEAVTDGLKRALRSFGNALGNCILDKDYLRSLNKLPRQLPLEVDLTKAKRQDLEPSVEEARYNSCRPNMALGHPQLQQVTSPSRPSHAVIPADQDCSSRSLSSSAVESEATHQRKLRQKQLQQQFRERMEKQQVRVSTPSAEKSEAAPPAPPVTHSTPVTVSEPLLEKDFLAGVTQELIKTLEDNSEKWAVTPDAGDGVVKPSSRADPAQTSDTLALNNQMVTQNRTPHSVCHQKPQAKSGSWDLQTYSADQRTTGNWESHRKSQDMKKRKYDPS
esBAF inh: blocks esBAF chromatin remodeling in mouse ES cells; Bmi1-luciferase knock-in reporter, 24 h; 100% = twice the neutral-well signal; reporter increase, % at 12.5 µM; hit rate 2% among 350,000; AID 602393; in the data active = activation above about 40%;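 note: 0% = median of the plate's neutral control wells and 100% = double that signal; a rise in the Bmi1 reporter signal indicates esBAF inhibition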
E-sel inducer: induces E-selectin expression in human endothelial cells. P16581. HUVEC E-selectin immunofluorescence imaging; normalized: neutral wells 0, TNF-alpha wells 100. activation, % at 7.58 µM. hit rate 0.37% among 260,000. AID 686992;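 active = mean E-selectin-positive cell signal at least 10% of the positive control, reached in at least 60% of replicates, without over 20% cell loss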;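 note: in these data hits start at about 27%; measured in HUVEC primary endothelial cells; signal is the percent of cells scored E-selectin positive by PE staining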
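Read-out: % PE-positive cells | Test system: HUVEC | Doses: One compound dose added by pin transfer | Buffer or medium: EGM-2 over gelatin coat | Signal: Immunofluorescence imaging | Benchmarks: TNF-alpha, DMSO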
RAD54 branch: inhibitors of human RAD54 branch migration | Q92698 | RAD54 Holliday junction branch migration, FAM/BHQ fluorescence | inhibition, % at 10.4 µM | hit rate 0.14% among 360,000 | AID 602329;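 active = mean normalized replicate activity at least 40 and at least half of replicates scoring 40 or more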;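 note: 0% = median of neutral control wells and 100% = median of positive control wells; inhibitors cause a drop in the FAM fluorescence signal; in these data hits start at about 50%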
Starred values were filed as active, the others as inactive; · = not tested or not shown; & = joins results of further samples.

Start of the data: the first 2 records (preview)
compound,ERp5 block,S100A4 inh HTS,XiGFP reactiv,ERAP1 inh,RAD52 anneal inh,esBAF inh,E-sel inducer,RAD54 branch
C/C=C/c1ccc2c(c1)O[C@H](CN(C)C(=O)c1ccc3c(c1)OCO3)[C@H](C)CN([C@@H](C)CO)S2(=O)=O,-4,-5,-1.3,1,-10,-2,0.1,8
C[C@H](c1ccccc1)N1C[C@@H](COCc2ccccc2)Oc2cccc(Oc3ccc(C(C)(C)C)cc3)c2S1(=O)=O,9,22,0.0,·,-10,·,0.0,·

All compounds of this part (from the top)
compound,ERp5 block,S100A4 inh HTS,XiGFP reactiv,ERAP1 inh,RAD52 anneal inh,esBAF inh,E-sel inducer,RAD54 branch
C/C=C/c1ccc2c(c1)O[C@H](CN(C)C(=O)c1ccc3c(c1)OCO3)[C@H](C)CN([C@@H](C)CO)S2(=O)=O,-4,-5,-1.3,1,-10,-2,0.1,8
C[C@H](c1ccccc1)N1C[C@@H](COCc2ccccc2)Oc2cccc(Oc3ccc(C(C)(C)C)cc3)c2S1(=O)=O,9,22,0.0,·,-10,·,0.0,·
COc1cccc(C2Nc3ccc4ccccc4c3C3=C2C(=O)CCC3)c1O (stereo unspecified),2,-10,0.2,-1,-26,6,0.1,8
COc1ccc(NC(=O)CN(C)C(=O)c2cccc(S(=O)(=O)N3CCN(C)CC3)c2)cc1,-6,-3,-0.1,4,-11,-2,1.5,8
CC=Cc1ccc2n(c1=O)C[C@H]1[C@H](CO)[C@@H](C(=O)NCCc3cn(C)cn3)[C@@H]2N1C(=O)CC (mixture of isomers),-1,-3,0.1,-3,-4,0,1.4,-2
COc1ccc(-c2cc(C(=O)N/N=C/c3cccnc3)c3ccccc3n2)cc1,0,1,0.1,-3,-14,35,-0.1,-6
CC(=O)Nc1nnc(-c2c(-c3c(Cl)cccc3Cl)noc2C)o1,0,9,0.0,1,-8,-10,1.7,-3
COC(=O)C[C@@H]1CC[C@H]2[C@H](COc3ccc(NS(=O)(=O)c4ccc(C)cc4)cc3C(=O)N2C)O1,2,101*,0.0,1,-20,3,-0.1,-5
COc1ccc(S(=O)(=O)NCC(c2ccco2)N2CCOCC2)cc1 (stereo unspecified),7,3,-0.1,1,-7,9,·,-5
O=C(C[C@H]1C[C@H]2c3cc(NC(=O)c4cccnc4)ccc3O[C@H]2[C@H](CO)O1)NCc1cccc(F)c1,-6,-8,0.0,-1,6,5,-0.2,-9
COc1ccc(C=NNc2ccc([N+](=O)[O-])cn2)cc1,-5,4,0.3,-3,-45,52*,0.5,-3
CCCC(=O)N1CCCC1(C)C(=O)Nc1ccc(-n2cccc2)cc1 (stereo unspecified),-4,-3,0.0,-4,-87,-3,-0.5,-9
CCOC(=O)C1=C(COC(=O)CNS(=O)(=O)c2ccc(C)cc2)NC(=O)NC1C (stereo unspecified),-3,-1,0.1,3,-4,-6,0.0,-11
Nc1[nH]c(C(=O)c2ccc(Br)cc2)c(-c2ccc(Cl)c(Cl)c2)c1C(=O)NCCc1c[nH]c2ccccc12,-2,2,-0.3,1,-3,·,-0.2,·
CCNC(=O)C[C@@H]1CC[C@@H]2[C@H](COc3ccc(NC(=O)Cc4cccs4)cc3C(=O)N2C)O1,-4,-28,0.2,0,-8,4,0.1,4
COc1ccc2c3c(n(C)c2c1)[C@H](CO)N(C(=O)Nc1ccc(F)cc1)CC31CN(S(=O)(=O)c2cccc(C)c2)C1,-1,-1,0.3,·,-16,·,0.0,·
COc1ccc(CCC(=O)N/N=C(\C)c2ccc3c(c2)OCO3)cc1,8,2,0.3,0,-32,·,-1.6,-6
C[C@@H]1CN([C@@H](C)CO)C(=O)c2cc(C#CCc3ccccc3)cnc2O[C@H]1CN(C)C(=O)C1CCCCC1,0,2,-0.8,-4,-20,3,0.1,-3
O=C(COC(=O)C12CC3CC(CC(O)(C3)C1)C2)NC12CC3CC(CC(C3)C1)C2,-3,0,0.0,0,-7,·,·,·
Cc1ccc(NC(=O)CCc2ccccc2)cc1C,0,11,0.5,17,-37,52*,·,2
Cc1ccc(OCCC(=O)OCC(=O)NC2CCCC(C)C2C)cc1 (stereo unspecified),-8,1,-0.1,1,-11,0,-1.0,-2
CO[C@@H]1CN(C)C(=O)c2ccc(NC(=O)Nc3ccccc3F)cc2OC[C@@H](C)N(CCC(F)(F)F)C[C@H]1C,6,8,1.8,-3,-24,9,-0.1,3
CC(C)NC(=O)N(C)C[C@@H]1Oc2cc(C#CCN(C)C)ccc2S(=O)(=O)N([C@H](C)CO)C[C@@H]1C,0,9,0.3,1,-10,-2,0.2,-11
C/C(=N\NC(=O)OC(C)(C)C)c1ccccc1Br,-2,-1,0.2,-3,-8,·,1.7,·
COc1ccc(Nc2cc(C)c3ccccc3n2)cc1,0,-1,-0.1,0,-18,·,·,·
Cc1ccc(S(=O)(=O)N2CCCCC2c2cccnc2)c(C)c1C (stereo unspecified),-1,4,-0.1,3,-7,·,·,·
COc1ccc(N2CCN(C(=O)CN(C)S(=O)(=O)c3ccc4c(c3)c(=O)n(C)c(=O)n4C)CC2)cc1,-6,-15,0.1,5,-16,·,·,·
COc1ccc(CNC(=O)CCSCc2ccccc2C)cc1,1,26,0.0,-2,7,·,·,·
COc1ccccc1NC(=O)N(C)C[C@H]1OCc2cnnn2CCCC(=O)N([C@@H](C)CO)C[C@H]1C,-7&0,-2&12,0.1&0.3,-2&-1,-12&5,4&3,-0.1,3&1
C=CCn1c(SCC(=O)NC2CC2)nnc1-c1cccs1,9,-1,0.1,-2,-18,·,0.0,-4
C[C@@H]1CCCCO[C@H](CN(C)C(=O)NC2CCCCC2)[C@H](C)CN([C@H](C)CO)C(=O)c2cc(NS(=O)(=O)c3ccc(Cl)cc3)ccc2O1,1,-9,-0.1,0,32,1,·,-5
O=[N+]([O-])c1ccc(N2CCN(c3ccccc3)CC2)cc1,-13,-4,0.0,-2,-4,22,·,-4
COc1ccc(NC(=O)Nc2ccc3c(c2)C(=O)N([C@@H](C)CO)C[C@H](C)[C@@H](CN(C)CC2CCCCC2)OCCCC[C@H](C)O3)cc1,2,10,0.0,1,5,-4,-0.1,10
COc1ccc(NC(=O)N2CC(=O)N3[C@H](C2)[C@H](c2ccc(C#CCC4CCCC4)cc2)[C@@H]3CO)cc1,3,-5,0.0,-1,-2,·,-0.5,·
NC(=O)c1c(NC(=O)CCCn2cnc([N+](=O)[O-])n2)sc2c1CCCC2,2,-2,-0.1,1,-9,5,·,1
COc1ccc(CCOC(=O)c2cccc(NC(C)=O)c2)cc1,-4,0,0.3,-1,-12,4,·,7
C[C@H](CO)N1C[C@H](C)[C@@H](CN(C)C(=O)c2ccccn2)Oc2cc(C#CCC3CCCC3)ccc2S1(=O)=O,7,0,-0.7,1,-1,5,0.8,7
Nc1nc(C(F)(F)F)cc(=O)[nH]1,1,-1,0.0,2,-11,·,·,·
CCCCCCCCN1C(=O)[C@@H](CC(=O)NCCC(C)C)C[C@@]2(C(=O)OC)C1=C[C@H](C1CCCC1)O[C@@H]2C,3,-16,0.1,1,-17,·,0.1,·
CN(C)S(=O)(=O)c1ccc(Cl)c(C(=O)NC2CCN(Cc3ccccc3)C2)c1 (stereo unspecified),-3,9,0.3,-5,2,1,0.1,1
COc1ccc(C#Cc2ccc([C@@H]3[C@H](CO)N4CCCCN(S(=O)(=O)c5ccccc5)C[C@@H]34)cc2)cc1,0,9,0.0,4,2,9,-0.7,2
Cc1ccc(S(=O)(=O)N2CCN(C(=O)CCn3nc(C)c(C)c3C)CC2)cc1,2,-2,-0.1,1,-4,2,·,2
CC(=O)c1ccc(NC(=O)COC(=O)CC2CC3CCC2C3)cc1 (stereo unspecified),-29,0,-0.1,4,-18,1,·,2
Cc1ccc(O)c(CCc2ccc(O)cc2)n1,0,-1,0.0,-4,-2,·,·,·
O=C(CSc1nnc(COc2ccccc2Cl)o1)Nc1ccccc1,-21,0,0.4,-3,3,-6,-0.2,-22
O=C(Nc1ccccc1)c1nc[nH]c1C(=O)NCCNC(=O)c1[nH]cnc1C(=O)Nc1ccccc1,4,2,-0.3,0,-8,4,0.2,-3
CC(=O)N(C)C[C@@H]1Oc2cc(-c3ccc(F)cc3)ccc2S(=O)(=O)N([C@@H](C)CO)C[C@H]1C,-3,8,-0.3,0,6,-3,-0.4,0
CCn1ncc(C2=NOC(C(=O)N3CCN(c4ccccc4)CC3)C2)c1C (stereo unspecified),-1,0,·,2,-14,-2,·,1

Look-ups from the list:
Under RAD52 anneal inh, CN(C)S(=O)(=O)c1ccc(Cl)c(C(=O)NC2CCN(Cc3ccccc3)C2)c1 (stereo unspecified) reads 2
Under S100A4 inh HTS, Nc1nc(C(F)(F)F)cc(=O)[nH]1 reads -1

Further entries follow.
compound,ERp5 block,S100A4 inh HTS,XiGFP reactiv,ERAP1 inh,RAD52 anneal inh,esBAF inh,E-sel inducer,RAD54 branch
C[C@H]1CN([C@@H](C)CO)C(=O)c2cc(NS(=O)(=O)c3ccc(Cl)cc3)ccc2O[C@H]1CN(C)Cc1ccc(C(=O)Nc2ccccc2N)cc1,0,-3,-0.3,-1,2,-34,4.3,-3
CC1CCN(C(=S)c2ccc(N(C)C)cc2)CC1,-16,-4,0.0,0,3,25,-0.1,-6
Cc1cc(C(=O)Nc2ccccn2)no1,1,2,·,1,-2,20,·,5
COc1ccccc1-c1cnc2c(c1)C(=O)N([C@H](C)CO)C[C@H](C)[C@H](CN(C)C(=O)CC1CC1)O2,1,-6,0.1,1,-4,-2,0.2,5
O=C(NCc1ccc(F)cc1)C(=O)NCC1CCCN1S(=O)(=O)c1ccccc1 (stereo unspecified),-1,46,0.0,3,-33,5,·,7
COc1cc(/C=C2\SC(N3CCc4ccccc4C3)=NC2=O)cc(OC)c1OC,3,-4,0.3,-1,-15,·,4.5,5
C[C@H]1CN([C@@H](C)CO)S(=O)(=O)c2ccc(C3=CCCC3)cc2O[C@@H]1CN(C)C(=O)C1CCOCC1,1,-2,-1.2,-3,9,-10,0.6,7
O=C(Nc1cc2c3c(c1)CC(=O)N3CCC2)c1cccc(F)c1,-1,-1,0.0,0,-16,·,·,-11
CCOC(=O)C1CCCN(CCC(=O)Nc2cc(OC)ccc2OC)C1 (stereo unspecified),1,-3,0.2,1,-10,0,0.1,-11

From PubChem BioAssay
